TPT1 inhibitor: blocks Candida albicans tRNA 2'-phosphotransferase; 300,000 compounds, 0.81% hits; AID 1962; recombinant caTPT1, FP RNA substrate dephosphorylation; inhibition, % at 5 µM;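 active means inhibition above the mean of all tested compounds plus 3 SD, set per screening campaign, cut at about 24% in these data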;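 further: plate controls were DMSO alone for no effect and ferristatin control at 100 nM for full effect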
Fh CTSL1 inh: blocks F. hepatica cathepsin L1 in PFM18AAP counter-screen. recombinant F. hepatica cathepsin L1, Z-Leu-Arg-MCA fluorescence. inhibition, % at 5.96 µM. 300,000 compounds, 0.49% hits. AID 1906;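 active means inhibition above the mean of all tested compounds plus 3 SD, set per screening campaign, cut at about 17% in these data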;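 further: 0% = plate median of test compound wells and 100% = 1 µM Z-Phe-Ala-diazomethylketone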
PP5 primary: inhibitors of human protein phosphatase 5 (PP5) | P53041 | purified PP5c, OMFP substrate fluorescence | inhibition, % at 6.7 µM | 320,000 compounds, 0.18% hits | AID 1987;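 active means inhibition above the campaign's mean inhibition across all tested compounds plus 3 SD, cut at about 9.5% in these data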;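 further: 0% = DMSO only and 100% = 100 µM cantharidin control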
Target sequence (P53041 whole entry, looked up): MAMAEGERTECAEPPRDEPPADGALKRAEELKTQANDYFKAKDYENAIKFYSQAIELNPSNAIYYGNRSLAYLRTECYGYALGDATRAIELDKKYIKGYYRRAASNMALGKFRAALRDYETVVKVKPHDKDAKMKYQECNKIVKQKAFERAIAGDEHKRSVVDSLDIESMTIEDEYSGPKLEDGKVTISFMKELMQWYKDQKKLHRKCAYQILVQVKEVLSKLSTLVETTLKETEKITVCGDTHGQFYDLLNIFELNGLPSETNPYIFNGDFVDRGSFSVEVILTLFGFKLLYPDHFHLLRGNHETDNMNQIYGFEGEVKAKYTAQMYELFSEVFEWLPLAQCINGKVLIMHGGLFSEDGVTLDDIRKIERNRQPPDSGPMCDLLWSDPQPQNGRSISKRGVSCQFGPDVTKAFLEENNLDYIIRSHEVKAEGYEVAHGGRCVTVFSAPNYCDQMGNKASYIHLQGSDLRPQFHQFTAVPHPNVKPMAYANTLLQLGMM
ZTA counter: blocks Epstein-Barr virus ZTA, an EBNA-1 counter-screen | P03206 | ZTA-DNA binding, fluorescence polarization | inhibition, % at 11 µM | 320,000 compounds, 0.15% hits; in the data active means inhibition above about 33%
Target sequence (P03206 whole entry, looked up): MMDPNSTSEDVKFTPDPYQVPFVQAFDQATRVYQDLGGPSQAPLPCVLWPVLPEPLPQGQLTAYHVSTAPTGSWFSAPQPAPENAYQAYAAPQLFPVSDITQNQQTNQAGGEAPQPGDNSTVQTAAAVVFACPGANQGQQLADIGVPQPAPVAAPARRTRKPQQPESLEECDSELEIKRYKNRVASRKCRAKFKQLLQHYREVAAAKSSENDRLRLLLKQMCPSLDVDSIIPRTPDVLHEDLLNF
PP1 inh: blocks human PP1-alpha phosphatase, a PP5 counter-screen. inhibition, % at 6.7 µM. P62136. AID 2235. 320,000 compounds, 0.9% hits. purified PP1alpha, OMFP fluorescence;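 active means inhibition above the mean inhibition of all tested compounds plus 3 SD, computed separately for each screening campaign, cut at about 15% in these data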
Target sequence (P62136 whole entry, looked up): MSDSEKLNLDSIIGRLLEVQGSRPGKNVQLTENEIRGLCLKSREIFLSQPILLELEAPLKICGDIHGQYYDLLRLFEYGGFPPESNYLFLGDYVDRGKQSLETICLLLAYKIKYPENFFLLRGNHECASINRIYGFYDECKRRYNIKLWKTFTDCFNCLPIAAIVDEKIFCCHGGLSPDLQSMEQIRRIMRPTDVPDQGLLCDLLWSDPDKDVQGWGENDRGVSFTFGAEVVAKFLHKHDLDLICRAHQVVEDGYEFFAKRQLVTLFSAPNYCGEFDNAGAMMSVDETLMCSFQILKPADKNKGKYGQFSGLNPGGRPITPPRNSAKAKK
Yeast superoxide: yeast age-related superoxide inhibition as caloric restriction mimetic | 330,000 compounds, 0.18% hits | superoxide response (% of plate mean), % at 10 µM | AID 2690 | S. cerevisiae aged cells, superoxide DHE fluorescence; active compounds read low;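 active means superoxide response under a set limit, about three screen SD below normal, cut at about 65% in these data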;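 further: yeast aged for seven days with compound at 30 °C before DHE staining; 100% = average MFI of all compound-treated wells on the plate with controls excluded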
EBNA-1 inh: blocks EBNA-1 binding to DNA; EBNA-1 DNA binding, fluorescence polarization; inhibition, % at 14.8 µM; 300,000 compounds, 0.34% hits; in the data active means inhibition above about 28%
HCV core dimer: HCV core protein dimerization inhibition. TR-FRET GST/Flag-core106 dimerization, 1536-well. inhibition, % at 5 µM. 300,000 compounds, 0.33% hits;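 active means inhibition above the mean of all tested compounds plus 3 SD, set per screening campaign, cut at about 45% in these data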
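Assay system: Tagged HCV core106 pair (GST and Flag) | Buffer or medium: KF-containing HEPES buffer, pH 7.45, DTT, CHAPS, BSA | Also added: Eu donor and XL665 acceptor anti-tag antibodies | Dosing: One concentration, 5 µM, in 0.5% DMSO | Timing: 4 h at 22.5 °C | Technique: TR-FRET 671 and 617 nm emission | Repeats: Singlicate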
GASC-1 inh: human JMJD2C demethylase inhibition. inhibition, % at 2.35 µM. Q9H3R0. 330,000 compounds, 0.069% hits. GST-JMJD2C(1-420) H3K9me3 demethylation, DELFIA europium;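 active means more than half of a compound's replicate wells show inhibition beyond 50%, single wells judged on their own value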;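 further: signal counts dimethyl H3K9 product captured on neutravidin plate; 0% = median of DMSO wells and 100% = 0.3 times that DMSO median; strong numbers were not always called active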
* hit, by the source's call.

What do the screens show for `COc1ccc(-n2c(C)cc(SC)c(C(C)=O)c2=S)cc1`?
TPT1 inhibitor: 1.1; Fh CTSL1 inh: 0.7; PP5 primary: 3.1; ZTA counter: -1.5; PP1 inh: 3.1; Yeast superoxide: 88.7; EBNA-1 inh: 10.9; HCV core dimer: 0.8; GASC-1 inh: -4.9

How did CCCNC(=O)c1ccc(OC)cc1OC do in these assays?
TPT1 inhibitor: -3.4; Fh CTSL1 inh: -2.8; PP5 primary: -0.4; ZTA counter: 15.5; PP1 inh: 0.1; Yeast superoxide: 98.9; EBNA-1 inh: -4.3; HCV core dimer: 8.5; GASC-1 inh: 3.8

How did CC(C)CSc1nc2ccccc2n1CC(=O)O do in these assays?
TPT1 inhibitor: -0.9; Fh CTSL1 inh: -1.2; PP5 primary: 1.9; ZTA counter: -1.8; PP1 inh: -0.1; Yeast superoxide: 102.2; EBNA-1 inh: -0.1; HCV core dimer: 1.1; GASC-1 inh: 14.2

How did O=[N+]([O-])c1ccc(OCCCCN2CCCCC2)cc1 do in these assays?
TPT1 inhibitor: -3.1; Fh CTSL1 inh: 5.3; PP5 primary: -2.8; ZTA counter: -4.0; PP1 inh: -5.7; Yeast superoxide: 92.6; EBNA-1 inh: -5.3; HCV core dimer: 0.8; GASC-1 inh: 1.6

Results for Cn1cnnc1Sc1nc2c(c(=O)n(C)c(=O)n2C)n1C ?
TPT1 inhibitor: 0.1; Fh CTSL1 inh: 4.2; PP5 primary: -0.8; ZTA counter: -4.6; PP1 inh: 0.1; Yeast superoxide: 98.2; EBNA-1 inh: 2.1; HCV core dimer: -1.1; GASC-1 inh: 13.6

How did Cc1cccc(N(CC(=O)NC2CC3CCC2C3)S(=O)(=O)c2ccccc2)c1 (configuration not stated) do in these assays?
TPT1 inhibitor: -0.1; Fh CTSL1 inh: 3.7; PP5 primary: -0.8; ZTA counter: -9.6; PP1 inh: -0.2; Yeast superoxide: 107.3; EBNA-1 inh: 5.0; HCV core dimer: 4.8; GASC-1 inh: -5.9

What do the screens show for `O=C(NCc1ccccc1)/C(=C/c1ccco1)NC(=O)c1ccco1`?
TPT1 inhibitor: 1.0; Fh CTSL1 inh: 27.9*; PP5 primary: 2.8; ZTA counter: -1.3; PP1 inh: -0.9; Yeast superoxide: 81.9; EBNA-1 inh: 1.3; HCV core dimer: -4.5; GASC-1 inh: 4.9

What do the screens show for `Cc1ccc(S(=O)(=O)N2CCCOC2CNC(=O)C(=O)NCc2ccc3c(c2)OCO3)cc1` (configuration not stated)?
TPT1 inhibitor: 1.4; Fh CTSL1 inh: -2.0; PP5 primary: 4.5; ZTA counter: -0.3; PP1 inh: -3.0; Yeast superoxide: 101.2; EBNA-1 inh: 1.6; HCV core dimer: 3.2; GASC-1 inh: 2.6

What do the screens show for `C/C(COc1ccccc1)=N\NC(=O)c1nnn(-c2nonc2N)c1CSc1ccccc1`?
TPT1 inhibitor: 0.8; Fh CTSL1 inh: 5.3; PP5 primary: 2.2; ZTA counter: -3.4; PP1 inh: 1.0; Yeast superoxide: 97.0; EBNA-1 inh: 7.5; HCV core dimer: -7.3; GASC-1 inh: 16.7

What do the screens show for `CCN(c1cccc(C)c1)S(=O)(=O)c1cnc[nH]1`?
TPT1 inhibitor: -1.9; Fh CTSL1 inh: -4.0; PP5 primary: 1.1; ZTA counter: -5.4; PP1 inh: -3.3; Yeast superoxide: 77.6; EBNA-1 inh: 2.5; HCV core dimer: -9.5; GASC-1 inh: -0.5

What do the screens show for `COc1cccc(-c2nn(C)c3sc(C(=O)NCc4ccc(C)o4)cc23)c1`?
TPT1 inhibitor: -2.3; Fh CTSL1 inh: 1.4; PP5 primary: 3.6; ZTA counter: -7.3; PP1 inh: 1.5; Yeast superoxide: 91.9; EBNA-1 inh: -2.1; HCV core dimer: 12.2; GASC-1 inh: 1.0

What do the screens show for `CSc1nnc(C(C)(C)C)c(=O)n1/N=C/c1ccc(C(C)C)cc1`?
TPT1 inhibitor: 2.5; Fh CTSL1 inh: -0.6; PP5 primary: 0.7; ZTA counter: -3.5; PP1 inh: -4.4; Yeast superoxide: 117.4; EBNA-1 inh: -3.8; HCV core dimer: -1.6; GASC-1 inh: -2.7

Results for COc1ccc(S(=O)(=O)N2CCOCC2)cc1C(=O)N1CCCC1 ?
TPT1 inhibitor: 0.1; Fh CTSL1 inh: 0.4; PP5 primary: -0.2; ZTA counter: -7.1; PP1 inh: 0.9; Yeast superoxide: 85.1; EBNA-1 inh: -1.2; HCV core dimer: -6.9; GASC-1 inh: 9.0

How did O=C(c1cc(-c2ccco2)on1)N1CCN(c2ccccc2)CC1 do in these assays?
TPT1 inhibitor: 3.7; Fh CTSL1 inh: -0.1; PP5 primary: -0.1; ZTA counter: -2.8; PP1 inh: 5.3; Yeast superoxide: 81.2; EBNA-1 inh: 2.9; HCV core dimer: 23.3; GASC-1 inh: 11.7

How did O=C(c1ccncc1)N(Cc1ccco1)Cc1cc2ccccc2[nH]c1=O do in these assays?
TPT1 inhibitor: -2.6; Fh CTSL1 inh: 0.6; PP5 primary: 0.6; ZTA counter: 4.5; PP1 inh: 2.2; Yeast superoxide: 106.0; EBNA-1 inh: -1.6; HCV core dimer: -0.9; GASC-1 inh: 0.9

How did O=C(N/N=C/c1cnc(N2CCCCC2)s1)c1ccc(C(F)(F)F)cc1 do in these assays?
TPT1 inhibitor: -0.2; Fh CTSL1 inh: 2.7; PP5 primary: -2.5; ZTA counter: -6.7; PP1 inh: -1.1; Yeast superoxide: 100.2; EBNA-1 inh: 3.8; HCV core dimer: -1.3; GASC-1 inh: 4.0

How did Nc1cc(=O)nc(SCc2ccccc2)n1Cc1ccco1 do in these assays?
TPT1 inhibitor: 2.5; Fh CTSL1 inh: 5.6; PP5 primary: -0.1; ZTA counter: -1.6; PP1 inh: -1.9; Yeast superoxide: 93.7; EBNA-1 inh: 3.5; HCV core dimer: 7.1; GASC-1 inh: -0.6

Results for O=C(Nc1cccc(Cl)c1)c1ccc(NCCCN2CCOCC2)c([N+](=O)[O-])c1 ?
TPT1 inhibitor: -0.2; Fh CTSL1 inh: 1.8; PP5 primary: 2.5; ZTA counter: 6.3; PP1 inh: 3.9; Yeast superoxide: 101.4; EBNA-1 inh: -0.4; HCV core dimer: -1.9; GASC-1 inh: -6.1

How did O=C([O-])c1ccccc1-[n+]1c(-c2ccccc2)cc(-c2ccccc2)cc1-c1ccccc1 do in these assays?
TPT1 inhibitor: 1.6; Fh CTSL1 inh: 0.3; PP5 primary: 2.8; ZTA counter: -2.7; PP1 inh: 2.0; Yeast superoxide: 102.4; EBNA-1 inh: -6.8; HCV core dimer: -7.9; GASC-1 inh: 1.1

How did COc1ccc(-c2nnc(NC(=O)C3CCCO3)s2)cc1 (configuration not stated) do in these assays?
TPT1 inhibitor: -4.7; Fh CTSL1 inh: 3.0; PP5 primary: 2.8; ZTA counter: -7.8; PP1 inh: -1.7; Yeast superoxide: 98.9; EBNA-1 inh: -6.3; HCV core dimer: 7.0; GASC-1 inh: -2.3

Results for Cc1ccc(-c2c(C)sc(NC(=O)C3C4CCC(O4)C3C(=O)O)c2C(=O)OC(C)C)cc1 (configuration not stated) ?
TPT1 inhibitor: -1.1; Fh CTSL1 inh: 0.7; PP5 primary: 13.3*; ZTA counter: 7.0; PP1 inh: 8.9; Yeast superoxide: 103.3; EBNA-1 inh: -7.2; HCV core dimer: 28.5; GASC-1 inh: 1.4

What do the screens show for `COc1ccc(C(CCNCc2ccccc2)c2ccc(F)cc2)cc1` (configuration not stated)?
TPT1 inhibitor: 0.6; Fh CTSL1 inh: -3.6; PP5 primary: 2.5; ZTA counter: 12.9; PP1 inh: 1.2; Yeast superoxide: 95.0; EBNA-1 inh: -1.1; HCV core dimer: -4.8; GASC-1 inh: 6.1

What do the screens show for `O=[N+]([O-])c1ccc(-c2c(-c3ccccc3)ncc3cc(F)ccc23)cc1`?
PP5 primary: -0.5; ZTA counter: -1.8; PP1 inh: 4.2; Yeast superoxide: 104.9; GASC-1 inh: -1.2

Results for COc1ccc(-c2csc(N(C)C(=O)c3ccco3)n2)cc1 ?
TPT1 inhibitor: -1.4; Fh CTSL1 inh: 1.9; PP5 primary: -0.5; ZTA counter: -1.5; PP1 inh: -1.1; Yeast superoxide: 111.4; EBNA-1 inh: 0.6; HCV core dimer: -3.5; GASC-1 inh: -5.4

How did C/C(=N\NC(=O)Cc1cccn1C)c1ccco1 do in these assays?
TPT1 inhibitor: -3.4; Fh CTSL1 inh: 3.4; PP5 primary: 0.7; ZTA counter: -4.2; PP1 inh: -6.2; Yeast superoxide: 114.3; EBNA-1 inh: -7.6; HCV core dimer: -1.8; GASC-1 inh: -0.7

How did COc1cc(C)c(C)cc1S(=O)(=O)n1c(C)nc2ccccc21 do in these assays?
TPT1 inhibitor: -2.1; Fh CTSL1 inh: -0.4; PP5 primary: 0.5; ZTA counter: -4.0; PP1 inh: 1.9; Yeast superoxide: 86.2; EBNA-1 inh: -6.8; HCV core dimer: 7.4; GASC-1 inh: -1.1

What do the screens show for `O=C(Nc1ccc(S(=O)(=O)Nc2ncccn2)cc1)c1cncc(Br)c1`?
TPT1 inhibitor: -4.1; Fh CTSL1 inh: 4.4; PP5 primary: -2.5; ZTA counter: 2.4; PP1 inh: 0.6; Yeast superoxide: 97.9; EBNA-1 inh: 7.3; HCV core dimer: -3.5; GASC-1 inh: -16.6

How did CN(C)c1ccc(/C=C/C=N/Nc2nc(N3CCOCC3)nc(N3CCOCC3)n2)cc1 do in these assays?
TPT1 inhibitor: 2.5; Fh CTSL1 inh: 2.9; PP5 primary: -1.9; ZTA counter: 10.8; PP1 inh: -2.2; Yeast superoxide: 124.8; EBNA-1 inh: -0.4; HCV core dimer: -14.1; GASC-1 inh: 19.3

What do the screens show for `N#CC1(N2CCN(C(=O)c3ccccc3)CC2)CCCCC1`?
TPT1 inhibitor: 3.1; Fh CTSL1 inh: 1.8; PP5 primary: -1.1; ZTA counter: 11.0; PP1 inh: 1.7; Yeast superoxide: 93.1; EBNA-1 inh: 0.6; HCV core dimer: -0.2; GASC-1 inh: 6.9

Results for COC(=O)CSc1nc(N2CCCCC2)c2c(c1C#N)CCCC2 ?
TPT1 inhibitor: -1.3; Fh CTSL1 inh: 2.6; PP5 primary: 0.7; ZTA counter: 3.8; PP1 inh: 3.5; Yeast superoxide: 94.0; EBNA-1 inh: -2.5; HCV core dimer: 5.8; GASC-1 inh: 11.5

Results for CCc1nc(Cl)c(C#N)c2c1CCCC2 ?
TPT1 inhibitor: -4.3; Fh CTSL1 inh: 2.9; PP5 primary: -1.0; ZTA counter: 2.3; PP1 inh: -1.1; Yeast superoxide: 89.9; EBNA-1 inh: 5.1; HCV core dimer: 1.9; GASC-1 inh: 9.1

What do the screens show for `Cc1cc(Nc2ccccc2)n(-c2ccccc2)n1`?
TPT1 inhibitor: -0.4; Fh CTSL1 inh: -0.1; PP5 primary: -1.6; ZTA counter: 3.2; PP1 inh: -0.5; Yeast superoxide: 109.1; EBNA-1 inh: -0.1; HCV core dimer: 1.6; GASC-1 inh: 8.3

What do the screens show for `C/C(=N\Nc1ccc(C#N)cc1[N+](=O)[O-])c1ccc(C)o1`?
TPT1 inhibitor: -3.2; Fh CTSL1 inh: -3.5; PP5 primary: 0.9; ZTA counter: 0.9; PP1 inh: 1.0; Yeast superoxide: 96.6; EBNA-1 inh: -4.1; HCV core dimer: -2.4; GASC-1 inh: -2.8

Source: PubChem (several laboratories)
